HDAC3 inhib: HDAC3 deacetylase inhibitors, primary screen, biochemical, fluorescence, cell-free homogeneous | Histone deacetylase 3 (Homo sapiens), O15379 | recombinant HDAC3, fluorogenic peptide/trypsin coupled | inhibition, % at 8.3 µM | 320,000 compounds, 0.15% hits | AID 2718, 2010; in the data active = inhibition above about 26%, passing the limit was not always enough; inconclusive = no clear call, values can overlap the other calls
Target sequence (O15379 whole entry, looked up): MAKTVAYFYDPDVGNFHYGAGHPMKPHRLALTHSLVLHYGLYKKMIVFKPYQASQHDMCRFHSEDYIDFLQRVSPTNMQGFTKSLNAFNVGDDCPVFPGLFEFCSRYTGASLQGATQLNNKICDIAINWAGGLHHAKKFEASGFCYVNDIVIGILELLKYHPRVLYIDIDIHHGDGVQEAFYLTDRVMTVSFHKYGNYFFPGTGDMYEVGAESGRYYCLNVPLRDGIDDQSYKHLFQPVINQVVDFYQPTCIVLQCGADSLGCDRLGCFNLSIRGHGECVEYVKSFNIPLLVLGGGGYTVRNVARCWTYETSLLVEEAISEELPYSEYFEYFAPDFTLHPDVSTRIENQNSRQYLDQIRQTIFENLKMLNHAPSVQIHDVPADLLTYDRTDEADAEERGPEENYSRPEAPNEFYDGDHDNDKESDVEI
ANO1 activ: TMEM16A chloride channel activators or potentiators, primary screen, cell-based, HTS. Anoctamin-1 (Mus musculus), Q8BHY3. HEK293 TMEM16A/YFP-H148Q/I152L, iodide quench fluorescence; stronger effect = lower value. B-score at 10 µM. 340,000 compounds, 0.3% hits. AID 623877, 2012;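 active = fluorescence-ratio B-score plate-corrected deviation score at least 3 library SD below zero, with starting fluorescence score within 5 deviations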;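 also: channel opened by trigger with iodide after compound preincubation; score built on the fluorescence ratio of max minus min over baseline; more negative score means more quench and so TMEM16A activation or potentiation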
KCNQ1 inh: inhibitors of human KCNQ1 channel, primary screen, cell-based, thallium flux, high-throughput | Potassium voltage-gated channel subfamily KQT member 1 (Homo sapiens), P51787 | CHO-K1 KCNQ1, FluxOR thallium flux fluorescence; stronger effect = higher value | B-score at 10 µM | 310,000 compounds, 1.3% hits;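 active = compounds whose thallium flux B-score, printed positive for inhibition, exceeds three library SD while starting fluorescence stays within three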;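 also: channel opened by potassium depolarization with thallium stimulus after 20 min compound exposure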
KCNQ1 act: potentiators or activators of KCNQ1 channel, primary screen, cell-based, thallium flux, high-throughput | CHO-K1 KCNQ1, thallium flux FluxOR fluorescence; stronger effect = higher value | B-score at 10 µM | 310,000 compounds, 0.35% hits | AID 2648, 2010;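 active = fluorescence ratio B-score, a plate-corrected score, at least three library SD, with initial intensity B-score within 5 SD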
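System: CHO-K1 cells stably expressing KCNQ1 / Medium: assay buffer for compound exposure, DMSO matched across wells / Reagent: thallium- and potassium-containing depolarizing buffer / Compound: one concentration, matched DMSO / Incubation: 20 min compound pretreatment at room temperature / Measured by: kinetic FluxOR fluorescence, 10 s baseline plus 110 s post-stimulus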
SKKanGAS inh: S. pyogenes SKKanGAS growth inhibitors in kanamycin, primary screen, streptokinase expression inhibitor project, SKKanGAS strain, BacTiter-Glo luminescence | 6 h | inhibition, % at 7.5 µM | 300,000 compounds, 1.3% hits | AID 1662, 2009;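 active = mean replicate score, as percent of positive control median, at least 50; inconclusive = mean below 50 but one replicate at or above 50; inactive = mean and every replicate below 50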;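 also: strain carries kanamycin resistance gene driven by streptokinase promoter and grows in 40 µg/ml kanamycin; loss of luminescence reflects streptokinase promoter inhibition or plain growth inhibition; 0% = median of DMSO wells and 100% = positive control at its reference dose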
KCNK9 block: KCNK9 potassium channel inhibitors, primary screen, HEK293 cells, thallium flux. Potassium channel subfamily K member 9 (Homo sapiens), Q9NPC2. FluxOR thallium flux fluorescence; stronger effect = lower value. B-score at 10 µM. 310,000 compounds, 1.2% hits. AID 488922, 2010;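 active = ratio B-score over 3 SD below the library mean, with starting fluorescence within 5 SD of its mean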;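 also: negative B-score means less thallium flux so channel inhibition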
KCNK3 block: human KCNK3 channel inhibitors, primary screen, CHO cells, FluxOR thallium flux, B-score | 340,000 compounds, 0.84% hits | Potassium channel subfamily K member 3 (Homo sapiens), O14649 | B-score at 10 µM | FluxOR fluorescence; stronger effect = lower value;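 active = B-score under library mean minus 4 SD, starting fluorescence ratio at most library mean plus 5 SD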;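 also: more negative B-score means stronger inhibition of thallium flux through KCNK3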
Target sequence (O14649 whole entry, looked up): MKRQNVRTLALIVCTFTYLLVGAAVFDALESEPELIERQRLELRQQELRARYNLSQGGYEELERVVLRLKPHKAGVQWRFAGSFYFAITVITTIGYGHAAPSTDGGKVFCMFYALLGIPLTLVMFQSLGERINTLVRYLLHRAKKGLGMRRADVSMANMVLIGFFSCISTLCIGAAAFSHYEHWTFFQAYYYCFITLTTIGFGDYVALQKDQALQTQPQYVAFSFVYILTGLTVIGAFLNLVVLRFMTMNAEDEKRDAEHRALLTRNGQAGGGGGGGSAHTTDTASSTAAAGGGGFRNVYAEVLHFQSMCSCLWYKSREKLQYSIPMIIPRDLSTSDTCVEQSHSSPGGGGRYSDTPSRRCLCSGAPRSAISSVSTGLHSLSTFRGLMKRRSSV
TMEM16A inh: TMEM16A chloride channel inhibitors, primary screen, cell-based, HTS. 310,000 compounds, 1.2% hits. normalized B-score (activity score, 25-100; higher = stronger inhibition) at 10 µM. HEK293 TMEM16A/YFP iodide influx fluorescence, ionomycin;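 active = ratio plate-corrected score three or more library SD toward inhibition, starting fluorescence score within five deviations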;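 also: score derived from kinetic fluorescence span divided by baseline fluorescence per well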
RGS4 inh: RGS4 inhibitors, primary screen, cell-based, HEK293 M3R inducible RGS4, calcium flux | 310,000 compounds, 0.45% hits | AID 463165, 2010 | B-score at 10 µM | Fluo-4 calcium flux; stronger effect = higher value; triggered by carbachol at its EC20 | Regulator of G-protein signaling 4 (Homo sapiens), P49798;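 active = B-score, a plate-corrected calcium signal, over three deviations above library mean, with baseline fluorescence within five deviations of library mean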;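 also: RGS4 expression induced by doxycycline in cells with stable M3 receptor; B-score is computed from the integrated fluorescence ratio over baseline after carbachol; higher B-score means a larger calcium signal and so more RGS4 inhibition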
Target sequence (P49798 whole entry, looked up): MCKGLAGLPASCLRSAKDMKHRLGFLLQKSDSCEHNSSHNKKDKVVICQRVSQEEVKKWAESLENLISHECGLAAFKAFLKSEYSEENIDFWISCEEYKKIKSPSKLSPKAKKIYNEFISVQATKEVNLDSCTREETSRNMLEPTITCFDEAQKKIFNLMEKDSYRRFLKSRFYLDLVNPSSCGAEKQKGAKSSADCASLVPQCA
hERG rescue: hERG rescue from dofetilide block, primary screen, cell-based, CHO-hERG, FluxOR thallium flux, dofetilide IC70; Voltage-gated inwardly rectifying potassium channel KCNH2 (Homo sapiens), Q12809; dofetilide IC70 present; activation (rescue from dofetilide block), less the hit threshold, % at 10 µM; 310,000 compounds, 0.51% hits; AID 1511, 2009;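 active = activation above the mean of controls blocked by dofetilide plus 5 SD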;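 also: thallium influx through hERG after potassium depolarization seen as dye fluorescence rise; in these data hits start at about 4.7%; inactives centre near -7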
RGS4 pot: RGS4 potentiators or activators, primary screen, cell-based, HEK293 M3R inducible RGS4, calcium flux | carbachol calcium flux Fluo4; stronger effect = lower value | B-score at 10 µM | 310,000 compounds, 0.92% hits | AID 463111, 2010;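 active = B-score of the integrated calcium signal more than 4 SD below the library mean, with starting fluorescence not abnormally high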;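 also: negative B-score means reduced calcium response which marks RGS4 activation or potentiation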
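Detection: kinetic calcium fluorescence imaging with Fluo4-AM dye, 2 µM / Material: HEK293 cells with stable M3R and inducible RGS4 / Schedule: recording 10 s baseline at 1 Hz, 100 s post-agonist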
* = called active by the depositor; i = inactive; ? = inconclusive; . = not tested or not shown.

SMILES | HDAC3 inhib | ANO1 activ | KCNQ1 inh | KCNQ1 act | SKKanGAS inh | KCNK9 block | KCNK3 block | TMEM16A inh | RGS4 inh | hERG rescue | RGS4 pot
CCCCC(NC(=O)c1ccccc1)C(=O)OCC(=O)N1c2ccccc2Sc2ccccc21 (stereo not given) | -6 | i | i | i | -5 | i | i | i | i | -17 | i
COc1ccccc1C(c1nnnn1C(C)(C)C)N1CCCc2ccccc21 (stereo not given) | 10 | i | i | i | 4 | i | i | i | i | -6 | i
O=C(c1cccc(S(=O)(=O)N2CCOCC2)c1)N1CCCc2ccccc21 | . | i | i | i | 0 | i | i | i | i | -6 | i
Cc1ccc(CCC(=O)Nc2ccccc2C(=O)O)o1 | -7 | i | i | i | -1 | i | i | i | i | -2 | i
NC1=NC(c2ccc(Cl)cc2)C(C(=O)c2ccccc2)N1 (stereo not given) | . | i | i | i | 1 | i | i | i | i | -9 | i
O=C1CCC(=O)N1c1ccccc1-c1ccccc1 | -5 | i | i | i | 0 | i | i | i | i | -7 | i
Nc1ccccc1-c1nnc(SCc2ccccc2F)[nH]c1=O | -1 | i | i | i | 3 | i | i | i | i | -4 | i
O=C(CN(Cc1ccccc1)C(=O)CNS(=O)(=O)c1ccc(F)cc1)NCc1ccco1 | -4 | i | i | i | 9 | i | i | i | i | -3 | i
COc1ccc(-n2cc(C(=O)Nc3cc([N+](=O)[O-])ccc3OC)c3ccccc3c2=O)cc1 | 0 | i | i | i | 9 | i | i | i | i | -1 | i
CC(C)C1N(S(=O)(=O)c2ccccc2)CCN1S(=O)(=O)c1ccccc1 | 8 | i | i | i | -4 | i | i | i | i | -10 | i
Nc1cc(-c2ccc(Br)cc2)nn1Cc1ccccc1 | . | i | i | i | 3 | i | i | . | i | -23 | i
Cc1ccc(Nc2nc(N)nc(CN3CCN(Cc4ccc5c(c4)OCO5)CC3)n2)cc1 | -5 | i | i | i | 23 | i | i | i | i | -21 | i

Compounds above that have nitrogen in an aromatic ring:
SMILES | HDAC3 inhib | ANO1 activ | KCNQ1 inh | KCNQ1 act | SKKanGAS inh | KCNK9 block | KCNK3 block | TMEM16A inh | RGS4 inh | hERG rescue | RGS4 pot
COc1ccccc1C(c1nnnn1C(C)(C)C)N1CCCc2ccccc21 (stereo not given) | 10 | i | i | i | 4 | i | i | i | i | -6 | i
Nc1ccccc1-c1nnc(SCc2ccccc2F)[nH]c1=O | -1 | i | i | i | 3 | i | i | i | i | -4 | i
COc1ccc(-n2cc(C(=O)Nc3cc([N+](=O)[O-])ccc3OC)c3ccccc3c2=O)cc1 | 0 | i | i | i | 9 | i | i | i | i | -1 | i
Nc1cc(-c2ccc(Br)cc2)nn1Cc1ccccc1 | . | i | i | i | 3 | i | i | . | i | -23 | i
Cc1ccc(Nc2nc(N)nc(CN3CCN(Cc4ccc5c(c4)OCO5)CC3)n2)cc1 | -5 | i | i | i | 23 | i | i | i | i | -21 | i

Next section:
SMILES | HDAC3 inhib | ANO1 activ | KCNQ1 inh | KCNQ1 act | SKKanGAS inh | KCNK9 block | KCNK3 block | TMEM16A inh | RGS4 inh | hERG rescue | RGS4 pot
O=C(NCc1cccc(Br)c1)C1CC(c2ccccc2C(F)(F)F)=NO1 (stereo not given) | -8 | i | i | i | 2 | i | i | i | i | -9 | i
Cc1ccccc1N1CC(C(=O)Nc2nnc(SCC(=O)Nc3nccs3)s2)CC1=O (stereo not given) | -7 | i | i | i | 6 | i | i | i | i | -2 | i
O=S(=O)(NCc1ccccn1)c1ccccn1 | -13 | i | i | i | 2 | i | i | i | i | -5 | i
COc1ccc2nc(SCC(=O)Nc3ccc(S(=O)(=O)Nc4onc(C)c4C)cc3)[nH]c2c1 | 6 | i | i | i | 19 | i | i | i | i | -12 | i
FC(F)(F)Sc1ccc(NC(=S)NCc2ccccc2)cc1 | 14 | i | 7* | i | 15 | i | i | i | i | -10 | i
Cc1cc(=O)[nH]c(N/N=C/c2ccc(Cl)c([N+](=O)[O-])c2)n1 | -2 | i | i | i | 10 | i | i | i | i | -8 | i
FC(F)Oc1ccc(-c2csc(Cc3nnc4n3CCCCC4)n2)cc1 | . | i | i | i | -5 | i | i | . | i | -5 | i
O=C1CC(C(=O)Nc2ccccc2)S/C(=N\NC(=O)c2ccccc2Cl)N1 (stereo not given) | 2 | i | i | i | -4 | i | i | i | i | -4 | i
CC(C)CN(C(=O)COC(=O)CNC(=O)c1sc2ccccc2c1Cl)C1CCS(=O)(=O)C1 (stereo not given) | -3 | i | i | i | -3 | i | i | i | i | -16 | i
COC(=O)C1(CCSC)NC(c2ccc(O)cc2)C2C(=O)N(c3ccc4c(c3)OCCO4)C(=O)C21 (stereo not given) | . | i | i | i | -3 | i | i | i | i | -8 | i
CCC(C)NC(=O)CN1C(=O)NC2(CCOc3ccccc32)C1=O (stereo not given) | 0 | i | i | i | -6 | i | i | i | i | -3 | i
O=C(CN1C(=O)COc2ccc(S(=O)(=O)N3CCOCC3)cc21)Nc1cccc(Cl)c1 | -4 | i | i | i | 7 | i | i | i | i | -8 | i
COc1ccccc1C(=O)N1CCN(c2cccc(Cl)c2)CC1 | -3 | i | i | i | -1 | i | i | i | i | -6 | i
Cc1ccc(C(C)(C)NC(=O)C2CCC(=O)N(CC3CCCCC3)C2)cc1 (stereo not given) | 8 | i | i | i | 2 | i | i | i | i | -6 | i
COc1ccc(N2CCN(S(=O)(=O)c3c(C)[nH]c(C)c3C(=O)N3CCCCC3)CC2)cc1 | 1 | i | i | i | -6 | i | i | i | i | -9 | i
N#Cc1ccc(OCC(=O)NCCc2ccc(S(N)(=O)=O)cc2)cc1 | 2 | i | i | i | -5 | i | i | i | i | -3 | i
N#Cc1c(SCC(=O)O)nc(N2CCOCC2)c2c1CCCC2 | 0 | i | i | i | 1 | i | i | i | i | -10 | i
COc1ccccc1N/N=C1\COC(C)(C)CC1=O | 5 | i | i | i | 1 | i | i | i | i | -13 | i
CC(=O)NC(Cc1ccccc1C)C(=O)NC1CCN(C(=O)c2ccc(C)cc2)CC1 (stereo not given) | ? | i | i | i | 15 | i | i | i | i | -5 | i
Cc1ccccc1NC(=O)c1cccnc1 | -8 | i | i | i | 4 | i | i | i | i | -6 | i
COc1ccc(/C=C/C(=O)N(C)C2CCS(=O)(=O)C2)cc1 (stereo not given) | . | i | i | i | -4 | i | i | . | i | -6 | i
CC(=O)Nc1c2c(nn1-c1ccc(F)cc1)CSC2 | ? | i | i | i | 1 | i | i | i | i | -3 | i
CC1=NN(c2ccccc2)C(=O)/C1=C\c1cn(C)c2ccccc12 | 0 | i | i | i | -6 | i | i | i | i | -9 | i
CCCn1c(SCC(=O)Nc2ccc(Cl)cn2)nnc1C1CC1 | -9 | i | i | i | -8 | i | i | i | i | -2 | i
O=C(c1cc(Cl)cc(Cl)c1)N1CCN(c2cc(C(F)(F)F)nc3ccccc23)CC1 | -7 | i | i | i | 15 | i | i | i | i | -13 | i
COCCNC(=O)c1ccc(S(=O)(=O)N2CCCc3ccccc32)cc1 | -1 | i | i | i | -1 | i | i | i | i | -7 | i
Cc1nc(NS(=O)(=O)c2cccc([N+](=O)[O-])c2)sc1C(C)(C)C | 3 | i | i | i | 9 | i | i | i | i | -5 | i
CC(=O)c1c(C)[nH]c(C(=O)Nc2ccc(C)c(S(=O)(=O)Nc3ccc(C)cc3C)c2)c1C | 9 | i | 12* | i | 35 | -7.8* | -13* | i | i | -15 | i
COc1ccc(NC(=O)C2CCN(C(=O)c3cccs3)CC2)cc1OC | 4 | i | i | i | -6 | i | i | i | i | -5 | i
CCOc1cc(CN2CCCC(N3CCN(c4ccc(F)cc4)CC3)C2)ccc1OC (stereo not given) | -3 | i | i | i | 0 | i | i | i | i | -6 | i
CC(=O)c1c(C)[nH]c(C(=O)OCC(=O)Nc2ccc(Cl)cc2[N+](=O)[O-])c1C | -1 | i | i | i | -12 | i | i | i | i | -15 | i
COc1cccc(C(=O)/C=C/Nc2ccc(S(=O)(=O)Nc3ccc(C(C)=O)cc3)cc2)c1 | 3 | i | i | i | 39 | i | i | i | i | -4 | i
CSc1ccccc1C(=O)NC1CC2CCC1C2 (stereo not given) | 0 | i | i | i | -5 | i | i | i | i | -7 | i
Cc1ccc(CCNC(=O)C2CCN(C(=O)c3sccc3-n3cccc3)CC2)cc1 | -1 | i | i | i | 0 | i | i | i | i | -5 | i
CN(C)c1ncnc2c1ncn2C1OC(CO)C(O)C1O (stereo not given) | -1 | i | i | i | -1 | i | i | i | i | -5 | i
COc1ccc2[nH]c(=O)c(CNc3ccccc3C)cc2c1 | -6 | i | i | i | -1 | i | i | i | i | -13 | i
CCCCCn1ccc(=O)c2c(C(F)(F)F)nccc21 | 3 | i | i | i | -4 | i | i | i | i | -6 | i
O=C(Nc1nnc(-c2ccccc2)o1)NC1CCCCC1 | -2 | i | i | i | -7 | i | i | i | i | -14 | i
O=C(NCC(c1cccs1)N1CCOCC1)c1cn(-c2ccccc2)nc1-c1ccc(F)cc1 (stereo not given) | -4 | i | i | i | 6 | i | i | i | i | -11 | i
CC1CC(=O)c2cnc(NCC3CCCO3)nc2C1 (stereo not given) | 6 | i | i | i | 1 | i | i | i | i | -6 | i
COc1cccc(N2C(=O)C(CC(=O)Nc3ccc(F)cc3)N(C3CCCCC3)C2=O)c1 (stereo not given) | -2 | i | i | i | 9 | i | i | i | i | -6 | i
